14-3-3g Raf: 14-3-3 gamma protein interaction modulation; inhibition, % at 40 µM; P61981; FP, 14-3-3gamma / TMR-pS259-Raf peptide binding; 160,000 compounds, 0.19% hits; AID 422; in the data active means inhibition above about 30%;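 further: 0% = protein plus tracer without compound and 100% = blank with tracer alone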
Target sequence (P61981 whole entry, looked up): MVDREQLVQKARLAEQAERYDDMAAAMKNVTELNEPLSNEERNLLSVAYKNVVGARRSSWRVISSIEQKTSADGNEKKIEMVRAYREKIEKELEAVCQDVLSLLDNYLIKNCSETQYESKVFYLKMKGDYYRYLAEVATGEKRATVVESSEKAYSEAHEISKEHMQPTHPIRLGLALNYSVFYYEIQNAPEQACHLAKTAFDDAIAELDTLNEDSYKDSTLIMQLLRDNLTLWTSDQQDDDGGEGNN
* hit, by the source's call; & = joins results of further samples. This is a subset; the hit share may differ from the screen's.

SMILES	14-3-3g Raf
O=C(O)c1ccc(N2CC3CC(C2)c2cccc(=O)n2C3)c(NS(=O)(=O)c2cccc(C(F)(F)F)c2)c1 (centres undefined)	3
CCn1cc(C(=O)NCc2ccc(F)cc2)c2c3ccccc3n(C)c2c1=O	11
Cc1ccc(C(=O)N2CCN(C(=O)c3ccc(C)cc3)C(C)C2)cc1 (centres undefined)	0
N#Cc1c(-c2ccc3c(c2)OCO3)csc1N	-11
COCCNC(=O)C1CCC(CNS(=O)(=O)c2ccccc2)CC1 (centres undefined)	0
CC1CCN(S(=O)(=O)c2ccc3nc(-c4cccnc4)cc(C(=O)NCCc4ccc(Cl)cc4)c3c2)CC1	-19
COc1ccc(C2C=C(c3ccc(-c4ccccc4)cc3)Nc3ncnn32)cc1 (centres undefined)	-8
Cc1c(NC(=O)CCc2ccc(S(=O)(=O)N3CCOCC3)cc2)c(=O)n(-c2ccccc2)n1C	2
CC(C)(C)NC(=O)c1nn2c(C(F)(F)F)cc(-c3ccc(Br)cc3)nc2c1Cl	-2
CN(C(=O)c1ccc(N2C(=O)C3C4C=CC(C4)C3C2=O)cc1)c1ccccc1 (centres undefined)	-2
Cc1ccc2sc(=NC(=O)c3ccc(S(=O)(=O)N4CCC(C)CC4)cc3)n(C)c2c1C	-4
CCC(=O)Nc1nc2ccccc2n1CCN1CCCCC1	-2
O=C(Nc1cc2cc(Cl)ccc2oc1=O)c1cccc([N+](=O)[O-])c1	-10
O=c1[nH]cnc2scc(-c3cccs3)c12	1
O=C(Cc1ccccc1)NCc1nc2ccccc2[nH]1	-12
COc1ccc2c(c1)CCc1c(C(=O)Nc3c(C)nn(Cc4ccc(F)cc4)c3C)noc1-2	-6
O=C(CSc1n[nH]c(-c2ccccc2)n1)c1ccc(Br)cc1	-5
CNc1nc(C)cc(C(F)(F)F)n1	-11
O=C(NCCC1=CCCCC1)c1ccc2c(=O)n(-c3ccccc3)c(=S)[nH]c2c1	1
Cc1nc(NC2=NCN(C3CCCCC3C)CN2)nc2ccccc12 (centres undefined)	-7
O=C(CCN1CCOCC1)N1CCCc2c1c(=O)oc1ccc(O)cc21	3
COC(=O)C1=CNC=C(C(=O)OC)C1c1cccc(OC)c1	-13
CCOc1ccc(S(=O)(=O)N2CCc3ccccc3C2)cc1	3&-7
COC(=O)c1nc2n(n1)C(c1cc(OC)c(OC)c(OC)c1)C=C(c1cccc(OC)c1)N2 (centres undefined)	-8
CCOc1ccc(NC(=O)c2c(NCc3cccnc3)sc3c2CCCC3)cc1	-34
CCc1ccc(-c2csc(-c3cc4ccccc4oc3=O)n2)cc1	-87
Cc1ccc(-n2nc(C)c3c2OC(N)=C(C#N)C3c2ccccc2F)cc1 (centres undefined)	-3
O=C1CC(c2ccccc2Cl)CC2=C1C(c1cccnc1)Nc1ccccc1N2 (centres undefined)	-6
CCOC(=O)c1oc2ccc(S(=O)(=O)Nc3ccc4c(c3)n(C)c(=O)n4C)cc2c1C	-9
CCCCC(C(=O)OCC)N1C(=O)C2CC=C(Cl)CC2C1=O (centres undefined)	-49
Cc1cc(C)n(S(=O)(=O)c2ccc(C(C)(C)C)cc2)n1	-9
COc1ccccc1-c1ccc(NC2CCCCC2)nn1	4
Cc1ccc(-c2nn(-c3cc(Cl)ccc3[N+](=O)[O-])c(=O)c3ccccc23)c(C)c1	-5
O=C(c1cccc(N2CCCC2=O)c1)N1CCN(c2ccccc2)CC1	-2&-3
CC(=O)Nc1ccc(S(=O)(=O)NCCNC(=O)c2ccccc2F)cc1	-3
Cc1ccc(Cl)cc1N1CCN(S(=O)(=O)c2cnc[nH]2)CC1	-10
CSc1cccc(Nc2cc(C(=O)NCC3CCCO3)c3ccccc3n2)c1 (centres undefined)	13
CCN(C(=O)c1cnc2scc(C)n2c1=O)c1ccccc1C	7
CCOC(=O)c1[nH]c2ccc(F)cc2c1NC(=O)CN1CCN(C/C=C/c2ccccc2)CC1	-3
CCn1cc(C(=O)NCCCN2CCOCC2)c2cc(OC)c(OC)cc2c1=O	-6
CCOc1ccc(S(=O)(=O)Nc2c(C)n(C)n(-c3ccccc3)c2=O)cc1	7
N#CCCCn1c(-c2ccccc2)noc1=O	-93
Cc1oc(-c2ccccc2Cl)cc1-c1nn2c(-c3ccco3)nnc2s1	0
COc1ccc(C2C(C(=O)Nc3ccc(C)cc3)=C(C)NC3=C2C(=O)CC(c2ccc(OC)c(OC)c2)C3)cc1O (centres undefined)	-10
Cc1nc(Sc2nnnn2C)c2c3c(sc2n1)CCC3	6
CC(C)C1Oc2ccc(Cl)cc2C2CC(c3cccs3)=NN21 (centres undefined)	-11
Cc1ccc(CNC(=O)CN2C(=O)CC(C)(C)Sc3ccccc32)cc1	-5
Cc1cc(=O)oc2cc(OC(C)C(=O)Nc3nccs3)ccc12 (centres undefined)	-2
CS(=O)(=O)N1CCN(c2ccc([N+](=O)[O-])cc2Cl)CC1	0
CC(=O)c1ccc(NC(=O)CSc2nc3ccc(N=Cc4cc(Br)ccc4O)cc3s2)cc1	-5
CC(Sc1ccccc1)C(=O)Nc1cccc(N(C)S(C)(=O)=O)c1 (centres undefined)	-13
CCOc1ccc(NC(=O)N(C2CCCCCC2)C2CCN(C(C)=O)CC2)cc1	-2&-1
O=C(NC(C(=O)c1ccccc1)N1CCOCC1)c1ccccc1 (centres undefined)	-3
COc1ccc(-c2nc(C#N)c(N3CCCCCC3)o2)cc1	4
Cc1cc(C)nc(N2CCC(C(=O)N3CCN(c4cc(Cl)ccc4C)CC3)CC2)n1	4
CC(=O)N1CCN(c2cc(N3CCCCC3)c(F)cc2[N+](=O)[O-])CC1	-1
COc1ccccc1N1CCN(C(=O)c2cnn3c2NC(c2ccc(Br)cc2)CC3C(F)(F)F)CC1 (centres undefined)	6
CCCCCOC(=O)CSc1nc2c(c(=O)[nH]c(=O)n2C)n1C(C)C	15
Cc1cccc(OCc2nnc(N)s2)c1	-7
COC(=O)C1=C(C)NC(=O)NC1c1ccc(OCc2ccccc2)cc1 (centres undefined)	4
Next compounds follow.
SMILES	14-3-3g Raf
CSc1cccc(NC(=O)C2C3C=CC4(O3)C2C(=O)N(C2CCCC(C)C2C)C4C(=O)NC2CCCC(C)C2C)c1 (centres undefined)	-1
O=C(CCc1ccccc1)NCc1ccccn1	0
O=C1c2ccccc2C(=O)N1CCCP(=O)(O)CCc1ccccc1	-2
CCOC(=O)c1cnc(-n2nc(C)cc2C)nc1Nc1cccc(C(=O)O)c1	-4
CCc1ccccc1NC(=O)c1ccc(F)c(S(=O)(=O)N2CCCCCC2)c1	2
COc1ccc(S(=O)(=O)N(CC(=O)Nc2ccc(F)cc2)c2ccc(Cl)cc2)cc1	5
COc1ccccc1-n1c(CNC(=O)c2ccco2)nnc1SCC(=O)Nc1cc(C)ccc1C	-8
CCOC(=O)c1[nH]c(C)cc1C	-6
Cc1cccn2c(=O)c3cc(C(=O)NCC4COc5ccccc5O4)sc3nc12 (centres undefined)	2
Clc1ccccc1Cn1c(CSC2=NCCN2)nc2ccccc21	-2
COc1ccc2c(c1OC)C(=O)OC2Nc1cccc([N+](=O)[O-])c1 (centres undefined)	1
COc1ccc(-n2nc(C(=O)Nc3ccc(Oc4ccccc4)cc3)c3c4ccccc4n(C)c3c2=O)cc1	-8

17 successive entries already listed, for reference:
SMILES	14-3-3g Raf
CC(=O)N1CCN(c2cc(N3CCCCC3)c(F)cc2[N+](=O)[O-])CC1	-1
COc1ccccc1N1CCN(C(=O)c2cnn3c2NC(c2ccc(Br)cc2)CC3C(F)(F)F)CC1 (centres undefined)	6
CCCCCOC(=O)CSc1nc2c(c(=O)[nH]c(=O)n2C)n1C(C)C	15
Cc1cccc(OCc2nnc(N)s2)c1	-7
COC(=O)C1=C(C)NC(=O)NC1c1ccc(OCc2ccccc2)cc1 (centres undefined)	4
CSc1cccc(NC(=O)C2C3C=CC4(O3)C2C(=O)N(C2CCCC(C)C2C)C4C(=O)NC2CCCC(C)C2C)c1 (centres undefined)	-1
O=C(CCc1ccccc1)NCc1ccccn1	0
O=C1c2ccccc2C(=O)N1CCCP(=O)(O)CCc1ccccc1	-2
CCOC(=O)c1cnc(-n2nc(C)cc2C)nc1Nc1cccc(C(=O)O)c1	-4
CCc1ccccc1NC(=O)c1ccc(F)c(S(=O)(=O)N2CCCCCC2)c1	2
COc1ccc(S(=O)(=O)N(CC(=O)Nc2ccc(F)cc2)c2ccc(Cl)cc2)cc1	5
COc1ccccc1-n1c(CNC(=O)c2ccco2)nnc1SCC(=O)Nc1cc(C)ccc1C	-8
CCOC(=O)c1[nH]c(C)cc1C	-6
Cc1cccn2c(=O)c3cc(C(=O)NCC4COc5ccccc5O4)sc3nc12 (centres undefined)	2
Clc1ccccc1Cn1c(CSC2=NCCN2)nc2ccccc21	-2
COc1ccc2c(c1OC)C(=O)OC2Nc1cccc([N+](=O)[O-])c1 (centres undefined)	1
COc1ccc(-n2nc(C(=O)Nc3ccc(Oc4ccccc4)cc3)c3c4ccccc4n(C)c3c2=O)cc1	-8

Going on with the list.
SMILES	14-3-3g Raf
CCOc1ccccc1NS(=O)(=O)c1cccc2nsnc12	5
CCOc1ccc(-n2nc(C(=O)Nc3ccc(OC)c(Cl)c3)c3ccccc3c2=O)cc1	-8
Cc1nc(N2CCN(c3ccccn3)CC2)c2c(C)c(C)sc2n1	-2
Cc1ccc(Cn2nnc3c(=O)n(Cc4cccc(C)c4)cnc32)cc1	-5
CCOc1ccc(NC(=O)N(Cc2ccc3c(c2)CCCN3CC)C2CCCC2)cc1	-1
CSc1nc2n(n1)C(c1ccc(Cl)cc1)C1=C(CCCC1=O)N2 (centres undefined)	3
CCOc1cccc2sc(NC(=O)c3ccc(S(=O)(=O)N(CC)CC)cc3)nc12	-14
CCc1ccccc1NC(=O)c1cc(S(=O)(=O)NC2CCCCCC2)ccc1F	-7
COc1ccc(S(=O)(=O)N2CCN(C34CC5CC(CC(C5)C3)C4)CC2)cc1OC	5
CC(=O)OCc1c(F)c(F)c(-n2nc(C)cc2C)c(F)c1F	-8
C=CCNC(=O)CCCn1c(=O)[nH]c2ccsc2c1=O	0
Nc1nnc(SCC(=O)N2CCCCC2)s1	-1
CC(C)N(CCNC(=O)c1ccc(N2CCCC2=O)cc1)Cc1ccccc1	-27
O=C(Cn1c(=O)n(CC(=O)NC2CCCC2)c(=O)c2ccccc21)Nc1ccc(Br)cc1	-21
O=C(Nc1nnc(-c2ccccc2Cl)s1)c1ccccc1Cl	-5
O=c1nc(C=Cc2cccc3ccccc23)cc(C(F)(F)F)[nH]1	-8
COc1ccc(S(=O)(=O)N2CCN(C)CC2)cc1Br	-3
CCCN(Cc1cc2ccc(C)cc2[nH]c1=O)C(=O)c1cccnc1	-29
CCOC(=O)c1cnc2c(ccc3ccccc32)c1N1CC2(C)CC1CC(C)(C)C2 (centres undefined)	-10
O=C(Nc1ccc2oc(-c3cccnc3)nc2c1)c1ccccc1F	-36
Cc1cc(I)c(O)c(C=Nc2ccc3oc(-c4ccccc4)nc3c2)c1	-9
CC(NC(=O)COc1ccccc1)C(=O)OCC(=O)c1cc2ccccc2o1 (centres undefined)	-14
O=C(NS(=O)(=O)Oc1ccccc1F)N1CCN(c2c(Cl)cc(Cl)c[n+]2[O-])CC1	-3
Cc1ccc2c3c(ccc2n1)NC1=C(C(=O)CCC1)C3c1ccc(OCc2ccccc2)cc1 (centres undefined)	-12
Oc1cc2c(c3c(O)c4ccccc4c(O)c13)=NCCN=2	-20
CC1OC(Nc2cccc3ccccc23)C(O)C(O)C1O (centres undefined)	-12&-4
CCCCN(C)C(=O)c1cn(CC)c2nc(C)ccc2c1=O	6
Cc1cccc(-c2noc(CN(C(=O)CCc3ccccc3)C(C)C)n2)c1	-7
Cc1cc(C)cc(Oc2coc3cc(OC(=O)c4cccs4)ccc3c2=O)c1	-3
COc1cc2c(C(=O)N3CCN(c4ccccc4)CC3)cn(C)c(=O)c2cc1OC	-11
CS(=O)(=O)N1CCC(c2noc(-c3ccc(C(F)(F)F)cc3)n2)CC1	6
O=C(NCCc1cn2ccsc2n1)c1cccs1	3
CCCS(=O)(=O)NCc1ccc2c(c1)cc(C)n2C	-17&-3
Cc1c(C(=O)NC2CCCCC2C)oc2ccc(S(=O)(=O)N3CCC(C)CC3)cc12 (centres undefined)	-2
CC(C)n1c(-c2ccccc2)nc2sc3c(c2c1=O)CCCC3	3
Cc1cc(C)cc(OCC(=O)N2N=C(c3ccc(Cl)cc3)CC2(O)C(F)(F)F)c1 (centres undefined)	-3
O=C1NC(=O)C(c2cn(-c3ccccc3)nc2-c2ccc(F)cc2)N1 (centres undefined)	5
COc1cc(C(=O)Nc2ccc3c(c2)OCO3)cc(OC)c1OC	-10
O=C(NCc1cccnc1)c1ccc(=O)oc1	-3
CC(=O)C1=C(O)C(=O)N(Cc2ccco2)C1c1ccccc1[N+](=O)[O-] (centres undefined)	0
Cc1ccc(Cn2c(=O)c3c(nc4n3CCCN4Cc3ccccc3)n(C)c2=O)cc1	-5
Cc1cc(C(=O)NC(C)CCc2ccccc2)c2ccccc2n1 (centres undefined)	2
Clc1ccccc1Cn1c(COc2ccccc2)nc2ccccc21	-8
Cc1nnc(NC(=O)CSc2nc3c(c(=O)n2-c2ccc(Br)cc2)SCC3)s1	-15
COc1ccc(NC(=O)CSc2nc3c(c(=O)n2-c2ccc(Br)cc2)SCC3)c(OC)c1	-3
COc1ccc(-n2nc3c(c2NC(=O)C2CC2)CS(=O)C3)cc1 (centres undefined)	-1
CCOc1ccc2oc(-c3ccccc3)c(C(=O)N3CCN(CCO)CC3)c2c1	-4&-2
CCOC(=O)c1ccc(N=Cc2ccc(OC(=O)c3ccc(OC)cc3)c([N+](=O)[O-])c2)cc1	-5
CCC1(C)CC(CCN2C(=O)c3ccccc3C2=O)(c2ccc(C)cc2)CCO1 (centres undefined)	3
Cc1ccc(-n2c(=O)c3c4c(sc3n(Cc3cc(=O)n5ccccc5n3)c2=O)CCCCC4)cc1C	-1
Cc1cc(OC(C)C(=O)N2CCc3ccccc32)ccc1Cl (centres undefined)	-3

Screening data deposited in PubChem by Emory University Molecular Libraries Screening Center.
